PPC-1+TRAIL kill: compounds killing PPC-1 cancer cells with TRAIL present, primary screen, TRAIL potentiator project, ATPLite luminescence, uHTS | cell killing (% activity), % at 4 µM | PPC-1 cells + TRAIL, ATPLite viability luminescence | AID 1443, 2008 | hit rate 0.41% among 220,000;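 active = cell killing above 50% in the first pass at 4 µM, then a duplicate retest at 5 µM averaging 50% or more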;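 note: plate controls were cells with TRAIL plus DMSO for no effect and medium-only wells lacking cells for full effect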
TbHK1 inh: Trypanosoma brucei hexokinase 1 inhibitors, primary screen, biochemical, G6PDH-coupled NADH absorbance, MLSCN library; recombinant TbHK1, G6PDH-coupled NADH A340; inhibition, % at 10 µM; hit rate 0.11% among 220,000; hexokinase 1 [Trypanosoma brucei]; AID 1430, 2008;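 active = inhibition of 50% or more in the single-dose primary screen; inactive = inhibition below 50%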
L929 necroptosis: inhibitors of zVAD-triggered necroptosis, primary screen, L929 cells. L929 zVAD necroptosis rescue, ATP luminescence, 24 h; with zVAD 60 µM. viability rescue, % at 10 µM. hit rate 0.38% among 220,000;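 active = activation, scaled between plate controls, above about 75%, limit read from the data; inactive = activation under that limit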;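 note: 0% = zVAD with DMSO and 100% = DMSO alone without zVAD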
FXIIa inh 1536: human FXIIa protease inhibitors, primary screen, biochemical, 1536-well; purified FXIIa, Boc-QGR-AMC fluorogenic substrate, 2 h; inhibition, % at 5 µM; hit rate 0.3% among 220,000; in the data active = inhibition above about 40%;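 note: 0% = enzyme with no compound and 100% = blank without enzyme; many of its hits are not listed in these tables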
TNF necrop inh: inhibitors of TNF-alpha triggered necroptosis, primary screen, cell-based, Jurkat FADD-/-, single concentration. AID 463075, 2010. Jurkat FADD-/- TNF necroptosis rescue, ATP luminescence, 24 h; 0 = TNF only, 100 = no-TNF cells. activation (protection from cell death), % at 10 µM. hit rate 0.068% among 220,000;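 active = activation, meaning protection from cell death, of at least 50% relative to plate controls; inactive = activation below 50%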;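 note: necroptosis triggered by 40 ng/mL TNF-alpha added together with compound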
EP2 antag: human EP2 receptor antagonists, primary screen, TR-FRET cAMP, C6 glioma cells; AID 1422, 2008; Prostaglandin E2 receptor EP2 subtype (Homo sapiens), P43116; hit rate 0.52% among 260,000; C6 glioma cells expressing human EP2; cells stimulated with saturating PGE2; inhibition, % at 25 µM;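 active = percent inhibition above 40 after rounding to a whole number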;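 note: rat C6 glioma host cells with rolipram phosphodiesterase inhibitor present; the protocol text gives 20 µM as final concentration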
Target sequence (P43116 whole entry, looked up): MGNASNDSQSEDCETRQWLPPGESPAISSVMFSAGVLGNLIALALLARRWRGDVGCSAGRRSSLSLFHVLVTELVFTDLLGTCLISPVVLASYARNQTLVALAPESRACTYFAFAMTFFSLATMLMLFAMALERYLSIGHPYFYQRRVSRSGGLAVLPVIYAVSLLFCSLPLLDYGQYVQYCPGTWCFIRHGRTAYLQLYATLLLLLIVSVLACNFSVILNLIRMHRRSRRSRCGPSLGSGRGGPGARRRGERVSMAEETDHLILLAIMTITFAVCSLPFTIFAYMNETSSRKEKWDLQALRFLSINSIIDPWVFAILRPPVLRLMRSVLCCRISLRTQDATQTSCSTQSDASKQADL
CHOP inhibitor: inhibitors of CHOP promoter induction, primary screen, cell-based, unfolded protein response, luciferase reporter. CHO-K1 CHOP-promoter luciferase, tunicamycin-induced, 15-18 h. inhibition, % at 10 µM. hit rate 3.8% among 220,000;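 active = compounds that reduced the stress-induced luciferase reporter signal by more than about 70% of percent inhibition, limit read from the data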;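 note: 0% = tunicamycin plus vehicle and 100% = wells without tunicamycin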
Wee1 degr inh: Wee1 degradation inhibitors, primary screen, cell-based, HeLa, Wee1K328M-luciferase, luminescence | hit rate 1.2% among 220,000 | Wee1-like protein kinase (Homo sapiens), P30291 | HeLa Luc-Wee1K328M stability; 100% = proteasome inhibitor MG132 effect | AID 1321, 2008 | reporter increase, % at 5 µM;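 active = activation above the mean of all tested compounds plus 3 SD, set per screening run, cut at about 8.8% in these data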;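 note: cells exposed to compound for 20 h before luminescence read; 0% = DMSO alone and 100% = MG132 at 30 µM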
FXIa inh: human FXIa protease inhibitors, primary screen, biochemical, 1536-well; AID 798, 2007; inhibition, % at 5 µM; purified FXIa, Boc-Glu-Ala-Arg-AMC fluorogenic substrate; hit rate 0.14% among 220,000;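 active = inhibition of at least 40%; inactive = inhibition below 40%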;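 note: fluorescence of freed AMC excited at 355 nm; 0% = enzyme without compound and 100% = no enzyme blank; many of its hits are not listed in these tables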
Target sequence (P03951 19-387 limits assumed): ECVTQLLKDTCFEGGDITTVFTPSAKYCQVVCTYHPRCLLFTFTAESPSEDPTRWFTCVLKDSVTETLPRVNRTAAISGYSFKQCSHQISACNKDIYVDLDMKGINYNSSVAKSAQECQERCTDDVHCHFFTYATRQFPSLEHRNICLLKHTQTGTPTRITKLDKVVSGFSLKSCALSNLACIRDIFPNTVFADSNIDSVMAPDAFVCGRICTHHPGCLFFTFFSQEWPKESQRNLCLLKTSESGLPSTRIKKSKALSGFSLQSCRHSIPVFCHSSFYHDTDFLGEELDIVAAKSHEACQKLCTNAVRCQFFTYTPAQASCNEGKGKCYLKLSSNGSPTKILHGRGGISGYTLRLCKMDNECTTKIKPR
Target sequence (P03951 388-625 limits assumed): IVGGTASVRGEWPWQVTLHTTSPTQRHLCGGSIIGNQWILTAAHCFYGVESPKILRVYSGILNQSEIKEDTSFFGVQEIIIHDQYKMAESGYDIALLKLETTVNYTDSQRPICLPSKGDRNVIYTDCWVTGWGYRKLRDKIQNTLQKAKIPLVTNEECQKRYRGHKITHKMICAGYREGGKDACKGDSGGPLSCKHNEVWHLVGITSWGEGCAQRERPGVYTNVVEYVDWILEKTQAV
Numbers without * were called inactive; / = no result given; [ ] = another dose, or the depositor's remark. A portion of the library; count on the stated rates, not on these rows.

SMILES	PPC-1+TRAIL kill	TbHK1 inh	L929 necroptosis	FXIIa inh 1536	TNF necrop inh	EP2 antag	CHOP inhibitor	Wee1 degr inh	FXIa inh
COc1ccccc1-n1cnc2cc(NS(=O)(=O)c3ccc(Br)cc3)ccc21	-19	-15	0.5	16	-0.6	3	79*	-2	1
CN1CCN(C(=O)/C(=C/c2cccs2)NC(=O)c2cccs2)CC1	23	-27	-0.8	7	0.8	5	10	-1	2
Cc1ccccc1C(=O)c1cccn1CC(=O)N1CCCCCC1	4	-3	-0.4	2	-0.3	3	-9	-4	-3
Cn1cc(C(=O)c2ccc(Cl)cc2Cl)cc1C(=O)N/N=C(\N)COc1cccc(C(F)(F)F)c1	7	-13	-0.6	20	-6.1	-1	22	2	5
NC(=O)Nc1ccc(Nc2ccccc2)cc1	1	-12	1.2	4	-13	13	-10	-2	1
CCCCNc1c(N)n(CCC)c(=O)[nH]c1=O	1	-8	1.7	6	-0.3	17	-1	5	-2
COc1ccc(-c2cn(-c3ccc(Br)cc3)c3[n+]2CCS3)cc1	1	9	0.2	7	0.9	10	-11	-1	3
CCc1nnc(NC(=O)c2nn(-c3ccccc3)nc2C)s1	-13	-10	1.2	14	1.3	14	1	-2	5
O=C(C1COc2ccccc2O1)N1CCN(c2ccccc2)CC1 (stereo not given)	4	4	0.1	7	1.5	10	13	-1	2
CCOc1ccc(Nc2nc(Cc3nnc(SCC(=O)NCc4ccco4)n3CC)cs2)cc1	-10	14	-0.3	25	-7.4	12	-8	-1	-12
Cc1[nH]nc(SCC(=O)Nc2ccc(C#N)cc2)c1[N+](=O)[O-]	8	-9	0.3	-4	1.0	4	-1	-1	-1
Cc1oc2ccc(Br)cc2c(=O)c1-c1nn[nH]n1	12	0	1.6	5	1.3	4	-1	5	-8
CCN(CC)S(=O)(=O)c1cc(NC(=O)C(=O)c2c(-c3ccccc3)cc3ccccn23)ccc1C	26	-2	0.6	11	-3.9	5	34	4	1
CN(C)c1ccc(C(=O)Nc2cc(C(F)(F)F)ccc2-n2cncn2)cc1	19	-35	0.0	15	2.1	5	-41	2	9
CCCS(=O)(=O)c1cscc1NC(=O)c1c(-c2c(F)cccc2Cl)noc1C	1	-7	-1.1	1	2.1	10	12	2	-18
O=C(NNC(=O)c1ccccc1C(=O)O)c1ccc(-c2ccccc2)cc1	14	5	0.1	3	-0.3	8	-1	4	-2
COc1ccc(NC(=O)Cn2cnc3c(cnn3C(C)(C)C)c2=O)cc1OC	22	-3	3.2	5	1.8	11	11	-2	-2
COC(=O)[C@H](CCSC)NC(=O)Nc1ccc(C)cc1C	2	-2	0.1	5	-1.5	7	15	-4	2
Cc1cc(C)nc(NC(=O)c2cc(Br)ccc2Cl)n1	16	10	1.9	8	1.5	2	-7	-4	0
O=C(NC1CCCc2ccccc21)c1cccnc1 (stereo not given)	10	-1	0.7	16	1.1	15	41	-2	-6
Cc1ccc(Cn2ccc(NC(=O)c3cc(C(C)C)on3)n2)cc1	-10	3	3.6	5	2.9	12	-5	3	-5
O=C(NCC1CCCO1)C1CCN(S(=O)(=O)Cc2ccccc2)CC1 (stereo not given)	1	-1	0.6	0	0.6	10	30	-2	-25
CC1=NN(c2cccc(Cl)c2)C(=O)C1	-4	0	0.3	13	-1.0	9	0	2	3
Cc1ccnc(SCC(=O)N2CCN(C(c3ccccc3)c3ccccc3)CC2)n1	-5	-3	-0.4	18	-0.6	6	20	-1	-2
CC(C)CC(=O)NC(=S)N(Cc1ccccc1)Cc1ccccc1	14	-2	0.2	-4	0.5	3	39	4	-9
c1ccc(Nc2ncnc3c2oc2ccccc23)cc1	5[5 µM]	-8	-0.2	12	-2.1	21	19	-1	-2
CCn1cc(C(=O)O)c(=O)c2cc(F)c(N3CCN(C(=S)NC(=O)c4ccccc4)CC3)cc21	9	-7	0.2	7	1.0	6	-2	0	-1
CCOc1ccc2nc(SCC#N)c(C#N)cc2c1	-9	1	0.2	5	-0.8	18	22	2	0
Cc1ccc(S(=O)(=O)NC(=O)Nc2cc(C)ccc2F)cc1	12	9	-0.2	6	1.2	9	7	-1	-3
Clc1ccc(-c2cn3c(n2)CCC3)cc1	12	-10	1.4	10	-1.0	8	7	9.4*	6
COc1ccccc1C1CCN(C(=O)c2ccco2)CC1	0	7	1.4	4	-1.3	14	9	0	0
Cc1cc(/C=C2\SC(=S)NC2=O)c(C)n1-c1ccc(O)cc1	32	-7	1.2	11	3.1	3	-38	1	5
COc1cc(CNCCc2ccc(S(N)(=O)=O)cc2)ccc1OCC(=O)NC1CCCCC1	13	-5	0.8	12	-2.4	10	0	1	3
O=C(c1cccc(F)c1)N1CCCN(C(=O)c2cccc(F)c2)CC1	13	9	0.7	12	1.6	6	-20	0	9
Cc1ccc(NC(=O)C2CC(=O)N(c3ccc4c5c(cccc35)CC4)C2)cc1 (stereo not given)	2	7	1.0	13	-4.3	10	66	-2	3
Cc1ccc2oc(-c3cccc(NC(=O)C4CCCO4)c3)nc2c1 (stereo not given)	23	0	1.6	5	0.5	7	2	2	-4
CCOc1cc(C=O)ccc1OS(=O)(=O)c1ccc(NC(C)=O)cc1	2	1	0.4	11	0.9	14	20	0	5
CCOC(=O)c1c(NC(=O)CSc2c[nH]c3ccccc23)sc2c1CCC2	-3	-2	3.6	3	-11	9	49	-1	-2
O=C(CCCn1c(=S)[nH]c2cc3c(cc2c1=O)OCO3)N1CCN(c2ccccc2F)CC1	18	0	-0.3	19	-1.4	7	25	-2	4
Cc1cc(NCc2ccccn2)ccc1Br	5	7	0.7	16	11	17	6	1	-2
O=C(c1ccccc1)N1CCCCC(Cl)C1=O (stereo not given)	18	1	1.6	9	0.2	7	-5	-2	-8
COCCNC(=O)/C=C/c1c(Cl)cccc1Cl	13	7	/	7	0.5	5	46	-1	27
O=C(N/N=C\c1ccc(Sc2ccccn2)o1)c1cccc(Br)c1	-14	-31	0.5	20	-1.0	16	-4	4	8
O=C(c1ccc(COc2ccccc2Cl)o1)N1N=C(C(F)F)CC1(O)C(F)F (stereo not given)	20	-5	0.5	17	0.5	6	75*	11*	7
CN1CCN(c2ccccc2NC(=O)c2cc(Br)ccc2Cl)CC1	-11	3	-0.8	-6	-0.8	8	26	-2	10
O=C1CN(C(=S)NC(=O)c2ccc(-c3ccccc3)cc2)CCN1	20	1	-0.2	4	-0.4	4	-30	-2	16
O=C(NCc1ccccc1Cl)c1cccc(C(F)(F)F)c1	14	-1	0.5	14	27	2	20	0	-2
Cc1ccc(C)n1Cc1ccc(C(=O)O)cc1	15	4	-0.3	0	-1.9	4	-9	-2	-1
COc1cccc(NC(=O)Nc2nnc(-c3ccccc3SCc3ccccc3)s2)c1	6	19	-0.3	1	0.3	13	62	2	-19
CCOC(=O)C1CCN(C(=O)c2c(-c3c(F)cccc3Cl)noc2C)CC1	0	-2	-0.1	18	0.6	9	16	1	4
Cc1ccc2nc(-c3ccc(NS(=O)(=O)c4ccc(F)cc4)cc3)sc2c1	26	-9	2.4	-1	1.3	10	104*	7	2
CN(C)N=Nc1nc2c(c(=O)n(C)c(=O)n2C)n1C	14	-68	0.0	9	-0.7	7	5	-2	3
O=C(c1ccc(F)cc1)N1CCC(c2ccccc2)C1 (stereo not given)	-4	-9	-0.1	6	-0.1	4	-5	3	12
CCOC(=O)/C(=C/c1ccccc1)NC(=O)c1ccco1	20	-4	0.3	-7	-0.1	8	9	-3	-4
CCCN(CCC)CCCn1c(=O)[nH]c2ccccc21	10	-6	2.1	8	0.8	6	27	4	-6
CCOc1ccc2[nH]c3c(=O)n(CCC4=CCCCC4)cnc3c2c1	8	-16	0.2	9	1.8	5	-17	-1	-1
C#CCOCCOCCOCCNc1nc(N2CCOCC2)nc(N2CCN(C(=O)[C@H](CCCCN)n3cc([C@@H](N)CC(C)C)nn3)CC2)n1	10	-4	0.4	12	0.5	8	24	-3	-5
COc1ccc(CC(=O)NCC(=O)N/N=C/c2cc(Br)ccc2OC)cc1	23	-18	1.4	9	-3.8	8	22	4	0
CCOc1ccccc1NC(=O)Nc1c(C)n(-c2ccccc2)c(=O)n1C	11	1	0.4	9	-0.4	6	15	5	5
O=C1Cn2c(nc3ccccc32)N1c1cccc(C(F)(F)F)c1	7	-5	1.0	11	2.5	4	43	1	6

Additional structures follow.
SMILES	PPC-1+TRAIL kill	TbHK1 inh	L929 necroptosis	FXIIa inh 1536	TNF necrop inh	EP2 antag	CHOP inhibitor	Wee1 degr inh	FXIa inh
CCn1c(COc2ccc(OC)cc2)nc2ccccc21	12	0	0.4	-4	0.6	3	-14	8.8*	-13
CSc1ccc(CN(C)Cc2nc3ccccc3c(=O)[nH]2)cc1	9	-7	0.5	7	0.0	8	-4	5	1
O=C(O)C(=O)/C(=C\c1cccc(Cl)c1)c1ccc2ccccc2n1	4	1	1.9	2	-0.4	4	-37	-2	-4
CCCN=C(C)c1c(-c2ccccc2)[nH]n(-c2nc3ccccc3s2)c1=O	-2	-7	-0.6	0	-2.2	6	72*	1	-8
CCn1c(Cc2ccccc2)nnc1SCc1nc2ccccc2c(=O)[nH]1	11	0	-0.6	13	-0.6	17	-5	-1	4
O=C(Nc1c(-c2ccccc2)nc2ncccn12)c1cc2ccccc2oc1=O	9	-15	/	13	-2.4	5	6	-1	9
CC(=O)c1ccc(NC(=S)Nc2ccc3cn[nH]c3c2)cc1	2	-7	10	11	-2.6	12	28	-3	-1
COc1ccccc1/C=C/[C@@H]1C[C@H]2CN(Cc3cccc(Cl)c3)C(=O)[C@]23CCCN13	/	-2	-1.7	13	1.7	10	31	-2	-1
COc1ccc(NC(=O)COC(=O)Cc2c[nH]c3ccccc23)cc1OC	21	0	0.4	8	-0.3	5	20	-5	-1
Cn1c(=O)c2cc(S(=O)(=O)NCCC(=O)Nc3ccc(F)cc3F)ccc2n(C)c1=O	-4	1	-0.1	14	-0.3	3	10	-1	-9
COc1ccc(-c2nc3c(n2O)CCCC3=O)cc1OC	-4	-52	1.0	11	-0.1	9	-1	3	2
COc1ccc(CC(=O)NNC(=O)CCC(=O)Nc2cc(C)ccc2C)cc1	25	4	3.1	11	-0.4	4	12	-2	-2
O=C(CCN1C(=O)C2C3C=CC(C3)C2C1=O)N1CCN(c2ccccn2)CC1 (stereo not given)	8	0	0.1	12	-1.4	5	0	-1	7
COc1ccc(/C=N/NC(=O)Cn2c(Cc3ccc(OC)c(OC)c3)nc3ccccc32)cc1OC	6	-10	1.0	4	3.4	1	-5	2	-2
Cc1ccc(-c2nc3ccccc3nc2NN)cc1	10	-10	1.5	1	-2.7	12	-21	2	-3

One compound at a time, as listed above. Values in the order: PPC-1+TRAIL kill | TbHK1 inh | L929 necroptosis | FXIIa inh 1536 | TNF necrop inh | EP2 antag | CHOP inhibitor | Wee1 degr inh | FXIa inh
Listed for Cn1c(=O)c2cc(S(=O)(=O)NCCC(=O)Nc3ccc(F)cc3F)ccc2n(C)c1=O → -4 | 1 | -0.1 | 14 | -0.3 | 3 | 10 | -1 | -9
Listed for Clc1ccc(-c2cn3c(n2)CCC3)cc1 → 12 | -10 | 1.4 | 10 | -1.0 | 8 | 7 | 9.4* | 6
Listed for CCOC(=O)/C(=C/c1ccccc1)NC(=O)c1ccco1 → 20 | -4 | 0.3 | -7 | -0.1 | 8 | 9 | -3 | -4
